# Keap1 Nrf2 FP: Keap1-Nrf2 protein-protein interaction inhibitors, primary screen, biochemical, fluorescence polarization, single point. Kelch-like ECH-associated protein 1 (Homo sapiens), Q14145. Keap1 Kelch-Nrf2 peptide fluorescence polarization, 1536-well. inhibition, % at 9.4 µM. actives 0.15% (n = 340,000); in the data active = inhibition above about 12%;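 note: human Keap1 Kelch domain with fluorescein labeled Nrf2 9mer peptide probe; 0% = neutral control wells and 100% = peptide positive control; higher means more block of Keap1 binding to Nrf2 peptide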
# LANA DNA inh: inhibitors of KSHV C-LANA binding to DNA, primary screen, biochemical, fluorescence polarization, FAM-LBS DNA, MBP-C-LANA, single point. inhibition, % at 9 µM. actives 0.078% (n = 340,000). AID 504423, 2011;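 active = highest replicate inhibition at or above 60% at 9 µM, even if other replicates fall short; inactive = all replicates below 60% inhibition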;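 note: 0% = neutral control wells and 100% = 4 µM acridine orange control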
# HTR5A inv ag: HTR5A inverse agonists in luminescence cell assay, primary screen, counter-screen for OPRM1-OPRD1 heterodimer inverse agonist project, full-deck HTS; 5-hydroxytryptamine receptor 5A (Homo sapiens), P47898; HTR5A cell line, inverse agonism; inhibition, % at 9.3 µM; actives 0.083% (n = 340,000); AID 504634, 2011; in the data active = inhibition mostly above about 23%, no sharp cut-off; inactive = mostly below about 18%;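 note: 0% = cells with DMSO and 100% = no-cell wells with DMSO; some compounds called inactive have numbers as strong as hits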
# OPRM1-OPRD1 ag: agonists of OPRM1-OPRD1 heterodimerization, primary screen, cell-based, luminescence | Mu-type opioid receptor (Homo sapiens) + Delta-type opioid receptor (Homo sapiens), … | cells | activation, % at 9.3 µM | actives 0.3% (n = 340,000); in the data active = activation above about 18%;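 note: 0% = vehicle-treated cells and 100% = reference agonist; values of inactives mirror those of a sister screen read the other way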
# Target sequence (P35372 whole entry, looked up): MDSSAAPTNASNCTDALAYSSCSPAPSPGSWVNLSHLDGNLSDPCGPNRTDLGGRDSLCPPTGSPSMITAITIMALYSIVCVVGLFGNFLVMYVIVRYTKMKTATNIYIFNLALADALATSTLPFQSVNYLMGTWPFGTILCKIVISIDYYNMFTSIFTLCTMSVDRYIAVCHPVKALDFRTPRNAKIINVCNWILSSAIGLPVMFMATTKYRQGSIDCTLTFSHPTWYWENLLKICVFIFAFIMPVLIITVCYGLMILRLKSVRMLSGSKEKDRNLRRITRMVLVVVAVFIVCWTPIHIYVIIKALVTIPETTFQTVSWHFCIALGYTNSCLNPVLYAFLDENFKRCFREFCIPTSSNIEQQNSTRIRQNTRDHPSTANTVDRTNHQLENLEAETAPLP
# Target sequence (P41143 whole entry, looked up): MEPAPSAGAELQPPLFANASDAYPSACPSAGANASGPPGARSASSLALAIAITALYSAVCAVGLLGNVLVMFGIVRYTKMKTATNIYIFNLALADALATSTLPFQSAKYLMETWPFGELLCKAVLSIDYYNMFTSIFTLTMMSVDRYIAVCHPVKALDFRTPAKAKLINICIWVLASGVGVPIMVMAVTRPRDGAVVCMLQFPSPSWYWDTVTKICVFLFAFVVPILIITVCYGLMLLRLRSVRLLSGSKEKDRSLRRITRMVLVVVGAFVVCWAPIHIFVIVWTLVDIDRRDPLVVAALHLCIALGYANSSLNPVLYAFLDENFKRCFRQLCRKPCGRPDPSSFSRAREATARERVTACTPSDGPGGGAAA
# HTR5A ag ctr: HTR5A agonists in luminescence cell assay, primary screen, counter-screen for OPRM1-OPRD1 heterodimer agonist project, full-deck HTS | AID 504692, 2011 | cell-based | actives 0.61% (n = 340,000) | 5-hydroxytryptamine receptor 5A (Homo sapiens), P47898 | activation, % at 9.3 µM; in the data active = activation mostly above about 9.5%, no sharp cut-off; inactive = mostly below about 7.6%;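 note: 0% = cells with vehicle only and 100% = reference agonist; strong numbers were not always called active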
# cardiac RTF act: cardiac RTF calcium sensitivity activators, primary screen, biochemical, IANBD-TnC fluorescence, EC20 calcium | Troponin I, cardiac muscle (Homo sapiens) + Troponin T, cardiac muscle (Homo sapiens) + … | IANBD-labeled TnC RTF fluorescence at EC20 calcium; 0% EC20 calcium, 100% full calcium | activation, % at 7.2 µM | actives 0.24% (n = 340,000);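 active = activation above the mean over all tested compounds plus 3 SD, cut at about 30% in these data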;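 note: rise in fluorescence read as greater calcium sensitivity of cardiac thin filaments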
# CAL PDZ FP: untagged CAL PDZ binding inhibitors, primary screen, biochemical, fluorescence polarization, HTS | Golgi-associated PDZ and coiled-coil motif-containing protein (Homo sapiens), Q9HD26 | purified CAL PDZ, TMR-peptide fluorescence polarization, 1 h | inhibition, % at 24.9 µM | actives 0.92% (n = 300,000) | AID 602252, 2012;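 active = mean inhibition of at least 30% with at least half of replicates also reaching 30%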;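 note: 0% = DMSO neutral control and 100% = excess unlabeled competitor peptide PRC23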
# V-ATPase pHluor: regulators of yeast V-ATPase proton pumping, primary screen, pHLuorin cytosolic pH fluorescence; S. cerevisiae; response, % at 10 µM; actives 0.37% (n = 350,000); in the data active = response mostly above about 7.3%, no sharp cut-off; inactive = mostly below about 5.4%; note: actives read high; inactives centre near 0; some compounds called inactive have numbers as strong as hits; reference of the scale not given here
# OPRM1-OPRD1 inv: inverse agonists of MOR-DOR heterodimerization, primary screen, cell-based, luminescence; cell-based MOR-DOR heterodimer luminescence, inverse agonism; inhibition, % at 9.3 µM; actives 0.21% (n = 340,000); in the data active = inhibition above about 22%, passing the limit was not always enough;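 note: 0% = cells with DMSO and 100% = wells without cells with DMSO; values of inactives mirror those of a sister screen read the other way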
# RTF Ca sens inh: cardiac RTF calcium sensitivity inhibitors, primary screen, biochemical, IANBD-TnC fluorescence, EC70 calcium; IANBD-labeled cardiac RTF, Ca2+ fluorescence; Troponin I, cardiac muscle (Homo sapiens) + Troponin T, cardiac muscle (Homo sapiens) + …; actives 0.12% (n = 340,000); inhibition, % at 7.15 µM;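 active = inhibition above the mean inhibition of all tested compounds plus 3 SD, cut at about 17% in these data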;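 note: assay run at fixed EC70 calcium of 1.6 mM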
# * hit, by the source's call; . = no result given.
# Each structure is followed by: HTR5A ag ctr	LANA DNA inh	HTR5A inv ag	OPRM1-OPRD1 ag	Keap1 Nrf2 FP	cardiac RTF act	V-ATPase pHluor	CAL PDZ FP	RTF Ca sens inh	OPRM1-OPRD1 inv
COc1ccc(/C=C(\C#N)C(=O)ONC2=NCCCCC2)cc1
    3	-0.9	-3	2.0	-7	5	1	.	-12	-11
O=C(NCc1n[nH]c(=S)n1-c1ccccc1)c1ccco1
    -4	0.4	5	-3.5	1	-9	5	-5	0	19
CC(C)(CNS(C)(=O)=O)SCc1ccc(Cl)cc1
    -2	-0.5	5	-1.0	-3	2	-1	6	17*	6
COc1ccc(S(=O)(=O)NCc2csc(-c3cccnc3)n2)cc1
    -2	1.7	-24	-1.4	-2	5	-2	-6	-2	9
CC(=O)NC(C)CCc1ccccc1 (stereo unspecified)
    -2	1.0	-15	-3.5	-10	3	-1	-5	-11	18
O=C(Cc1ccccc1)Nc1nnc(-c2cccs2)s1
    -3	-0.4	11	1.2	-3	1	0	-5	-10	-7
CCOC(=O)N1CCC(n2c(SCC(=O)NCCc3ccc(S(N)(=O)=O)cc3)nc3ccccc3c2=O)CC1
    1	0.1	-4	-2.6	-4	-5	5	9	5	13
COCCCNC(c1ccccc1)c1ccncc1 (stereo unspecified)
    3	-0.6	-12	-1.5	1	1	-3	-4	-1	9
COc1ccccc1NC(=O)N1CCCC1C(=O)NCc1ccc2c(c1)OCO2 (stereo unspecified)
    -2	1.1	6	-2.8	0	-2	3	-2	2	15
Cc1ccc(S(=O)(=O)N2CCC[C@H]2C(=O)OCc2nc3ccccc3s2)cc1
    1	0.7	-3	-1.6	1	6	1	4	5	8
CCn1c2ccccc2c2cc(NC(=O)COc3ccc(OC)cc3)ccc21
    4	0.2	-10	4.9	-6	7	-1	-2	-11	-29
O=C(NC(=S)NCC1CCCO1)c1ccc(Br)o1 (stereo unspecified)
    3	0.1	10	-5.1	-7	4	1	-7	3	24
CCCCCc1nc(N)c(C#N)c(-c2ccco2)c1CCCC
    -1	-2.0	11	2.2	0	-1	-3	-3	-4	-13
CCOc1cccc(NC(=O)C2CC(=O)NC(=Nc3ccccc3)S2)c1 (stereo unspecified)
    1	7.8	9	-0.1	1	-7	1	-4	-8	1
COc1cccc(-c2cc(C(=O)N3CCN(Cc4ccc5c(c4)OCO5)CC3)on2)c1
    2	-0.3	-6	0.3	-2	-1	-1	2	-1	-2
O=C(Nc1ccccc1N1CCCC1)c1cc(=O)[nH]c2ccccc12
    4	0.2	-12	-1.9	2	-1	0	-4	0	12
COc1ccc(CCN2C(=NC(=O)CC(C)C)SC3CS(=O)(=O)CC32)cc1OC (stereo unspecified)
    2	-1.0	11	-2.8	-2	-2	-1	-1	-2	14
CC#CCCCC(=O)Nc1cccc(C(=O)O)c1
    2	0.4	2	-2.1	3	-1	9	.	-4	10
COc1ccc(NC(=O)C/C(C)=N/NC(=O)COc2ccc(OC)cc2)cc1
    -4	-0.4	11	0.8	3	1	-3	.	-13	-6
O=C(O)CS(=O)(=O)CC(=O)O
    3	-1.4	-10	-1.4	-3	4	0	-3	0	8

# Among those listed so far, 2 have a cyano group.
# Each structure is followed by: HTR5A ag ctr	LANA DNA inh	HTR5A inv ag	OPRM1-OPRD1 ag	Keap1 Nrf2 FP	cardiac RTF act	V-ATPase pHluor	CAL PDZ FP	RTF Ca sens inh	OPRM1-OPRD1 inv
COc1ccc(/C=C(\C#N)C(=O)ONC2=NCCCCC2)cc1
    3	-0.9	-3	2.0	-7	5	1	.	-12	-11
CCCCCc1nc(N)c(C#N)c(-c2ccco2)c1CCCC
    -1	-2.0	11	2.2	0	-1	-3	-3	-4	-13

# Next part
# Each structure is followed by: HTR5A ag ctr	LANA DNA inh	HTR5A inv ag	OPRM1-OPRD1 ag	Keap1 Nrf2 FP	cardiac RTF act	V-ATPase pHluor	CAL PDZ FP	RTF Ca sens inh	OPRM1-OPRD1 inv
O=C(NNC(=S)NC(=O)c1cccs1)c1ccc(O)cc1
    -3	-2.7	-13	-4.7	-5	-6	0	-4	-1	25
CC(C)(C)C1N=C(c2ccc3ccccc3c2)OC1=O (stereo unspecified)
    6	0.4	-1	0.1	-1	-5	4	1	-8	-1
CCN(CC)CCN(C(=O)c1cccc(N2C(=O)CCC2=O)c1)c1nc2cc3c(cc2s1)OCO3
    1	-2.8	7	-1.8	-3	-1	0	-3	-8	9
Cc1ccn2cc(CCNC(=O)COc3ccccc3)nc2c1
    -1	0.4	-11	-0.9	-1	-2	0	-1	-7	5
CCCCN(C(=O)c1ccc(C)c(S(=O)(=O)N2CCOCC2)c1)c1c(N)n(CC(C)C)c(=O)[nH]c1=O
    5	0.2	12	-0.4	-1	5	2	2	-9	2
O=C(c1ccc(=O)oc1)N1CCOCC1
    -2	29	-7	-2.4	-3	-2	-4	-2	-4	13
O=C(Oc1ccc(N(Cc2cccs2)C2=NS(=O)(=O)c3ccccc32)cc1)c1ccccc1Cl
    -3	4.0	-6	-2.5	1	4	1	-4	4	14
Cn1c(=O)c2c(ncn2CC(O)CNc2ccc(F)cc2)n(C)c1=O (stereo unspecified)
    -1	0.8	-11	-2.7	0	1	0	3	-3	13
CCOC(=O)Cn1c(=O)oc2cc(S(=O)(=O)N(C)c3cccc(C)c3)ccc21
    -3	-0.4	-27	-1.5	-3	-2	2	6	0	8
O=C(CSc1nc2[nH]c(=O)cc(O)c2s1)Nc1cc(Cl)cc(Cl)c1
    0	-2.0	1	1.6	1	-4	0	-5	-8	-13
CC(C)(O)[C@H]1Cc2cc3ccc(=O)oc3cc2O1
    0	-0.2	0	-3.9	0	3	-1	-3	-6	17
Cc1cc(C)cc(C(=O)OCC(=O)NCCNC(=O)COC(=O)c2cc(C)cc(C)c2)c1
    4	-0.4	3	3.3	-4	-4	2	-4	0	-18
COc1cc(C#N)ccc1OCC(=O)NCCC1=CCCCC1
    -1	-0.6	4	-0.2	5	-7	0	-8	-4	1
O=C(NC1CC2CCCC(C1)N2C(=S)Nc1ccccc1)C1CC1 (stereo unspecified)
    -1	0.3	-26	-0.8	1	-1	2	-4	-1	6
CN(C)S(=O)(=O)c1cccc(NC(=O)COC(=O)C2(c3ccccc3F)CCCC2)c1
    6	-0.9	-15	4.0	0	-12	2	-2	-4	-20
O[C@@H]1CN(Cc2ccccc2Cl)CC[C@H]1N1CCOCC1
    -1	.	1	-1.3	-3	6	-10	.	-6	7
COc1ccc(C(=O)N2N=C(c3cccs3)CC2c2ccccc2O)cc1 (stereo unspecified)
    6	6.3	-17	11	0	-2	-1	9	2	-57
COc1ccc(C2C(C(=O)c3sc(C)nc3C)=C(O)C(=O)N2CCCn2ccnc2)cc1OC (stereo unspecified)
    -3	0.6	1	-1.4	2	2	7	.	-3	7
Cc1ccc(Nc2nc(N)nc(CN3CCN(Cc4ccc5c(c4)OCO5)CC3)n2)cc1Cl
    18*	-0.6	-18	1.3	-3	-2	-1	.	-2	-6
CCN1CCN(C(=O)Cn2cnc3sc(C)c(S(=O)(=O)N4CCN(c5ncccn5)CC4)c3c2=O)CC1
    -1	-0.8	2	-1.5	0	-2	3	7	-3	7

# Looked up one by one from the list above:
# Each structure is followed by: HTR5A ag ctr	LANA DNA inh	HTR5A inv ag	OPRM1-OPRD1 ag	Keap1 Nrf2 FP	cardiac RTF act	V-ATPase pHluor	CAL PDZ FP	RTF Ca sens inh	OPRM1-OPRD1 inv
Cc1cc(C)cc(C(=O)OCC(=O)NCCNC(=O)COC(=O)c2cc(C)cc(C)c2)c1
    4	-0.4	3	3.3	-4	-4	2	-4	0	-18
CN(C)S(=O)(=O)c1cccc(NC(=O)COC(=O)C2(c3ccccc3F)CCCC2)c1
    6	-0.9	-15	4.0	0	-12	2	-2	-4	-20
CCN(CC)CCN(C(=O)c1cccc(N2C(=O)CCC2=O)c1)c1nc2cc3c(cc2s1)OCO3
    1	-2.8	7	-1.8	-3	-1	0	-3	-8	9
CCCCN(C(=O)c1ccc(C)c(S(=O)(=O)N2CCOCC2)c1)c1c(N)n(CC(C)C)c(=O)[nH]c1=O
    5	0.2	12	-0.4	-1	5	2	2	-9	2
CC(C)(C)C1N=C(c2ccc3ccccc3c2)OC1=O (stereo unspecified)
    6	0.4	-1	0.1	-1	-5	4	1	-8	-1
CCOC(=O)Cn1c(=O)oc2cc(S(=O)(=O)N(C)c3cccc(C)c3)ccc21
    -3	-0.4	-27	-1.5	-3	-2	2	6	0	8
O=C(NNC(=S)NC(=O)c1cccs1)c1ccc(O)cc1
    -3	-2.7	-13	-4.7	-5	-6	0	-4	-1	25

# The results go on:
# Each structure is followed by: HTR5A ag ctr	LANA DNA inh	HTR5A inv ag	OPRM1-OPRD1 ag	Keap1 Nrf2 FP	cardiac RTF act	V-ATPase pHluor	CAL PDZ FP	RTF Ca sens inh	OPRM1-OPRD1 inv
Cc1nc2ccccc2n1CC(=O)c1ccccc1
    0	-4.3	-8	-2.5	-4	1	3	.	-3	13
Cc1ccc(S(=O)(=O)N2CCC(C(=O)Nc3nnc(C)s3)CC2)cc1
    4	0.1	7	-3.6	2	-1	1	0	3	19
O=C(NNC(=O)C1COc2ccccc2O1)c1cccc([N+](=O)[O-])c1 (stereo unspecified)
    0	-0.3	-1	-0.4	6	-2	2	0	4	2
CCOC(=O)c1cccc(NC(=O)CN(c2ccc(C)cc2)S(=O)(=O)c2c(C)n[nH]c2C)c1
    -2	-0.8	8	2.6	-4	8	0	.	-2	-14
